# FEN1 inhibitor = qHTS Assay for the Inhibitors of Human Flap endonuclease 1 (FEN1); actives 0.35% (n = 390,000); Potency, µM (doses to about 114 µM), without a hit: at the top dose activity change, negative = inhibition, actives largely listed as inhibitors; AID 588795, 2011; Recombinant FEN1 flap cleavage, fluorescence, 15 min; P39748; further: nearly all actives have a fitted effect of over 65% in size
# Target sequence (P39748 whole entry, looked up): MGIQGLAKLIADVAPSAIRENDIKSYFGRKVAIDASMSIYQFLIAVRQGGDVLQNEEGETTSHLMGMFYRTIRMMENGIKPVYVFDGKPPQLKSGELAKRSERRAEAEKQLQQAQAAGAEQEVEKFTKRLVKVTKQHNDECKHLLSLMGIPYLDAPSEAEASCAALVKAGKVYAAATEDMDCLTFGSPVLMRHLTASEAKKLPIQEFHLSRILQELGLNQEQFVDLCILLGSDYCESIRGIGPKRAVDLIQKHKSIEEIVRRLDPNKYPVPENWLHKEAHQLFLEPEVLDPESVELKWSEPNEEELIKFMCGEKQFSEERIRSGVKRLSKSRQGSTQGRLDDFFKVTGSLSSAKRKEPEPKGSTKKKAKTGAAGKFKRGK
#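 Steps: FEN1 (10 nM) dispensed; compound added by pin tool; 15 min at room temperature; substrate added to 50 nM final; reads at 0 min and 15 min; data normalized and fitted (four-parameter Hill).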
# N370S GC mod = qHTS Assay for Inhibitors and Activators of N370S glucocerebrosidase as a Potential Chaperone Treatment of Gaucher Disease | Lysosomal acid glucosylceramidase (Homo sapiens), P04062 | N370S GC spleen homogenate, 4MU-glucoside fluorescence | Potency, µM (highest dose often 59.4 µM), inactives show at the top dose activity change, negative = inhibition, actives largely listed as inhibitors | actives 0.092% (n = 330,000);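 further: 0% = full enzyme activity and -100% = no enzyme basal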
# GCN5L2 inh = qHTS Assay for Inhibitors of GCN5L2; GCN5L2 HAT assay, ThioGlo1 CoA-SH fluorescence; Potency, µM (highest dose often 58.9 µM), without a hit: top-dose activity change, negative = inhibition, actives largely listed as inhibitors; actives 0.21% (n = 390,000); Histone acetyltransferase KAT2A (Homo sapiens), Q92830
#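 GCN5L2 (20 nM) in 50mM HEPES pH 7.5, 0.1mM EDTA, 0.01% Tween-20 preincubated 15 min with compounds at room temperature. Reaction started with H3(1-25) 75uM, acetyl-CoA 70uM, ThioGlo1 50uM; CoA-thiol fluorescence (Ex340/Em540) read at 0 and 20 min.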
# * hit, by the source's call; ? = inconclusive; nt = no result given; & = joins results of further samples. The call rests on the fitted dose curve; in most records, active means well fitted curve in the direction sought with a large enough effect; inconclusive means small, poorly fitted or top-dose-only effect, or another doubt; inactive means no such curve, though single readings can be large; an effect the other way counts as inactive or inconclusive. Unless noted, on the % scale 0 is the no-effect control and ±100 the full control effect; potency means the concentration at half of the fitted maximal effect.
SMILES,FEN1 inhibitor,N370S GC mod,GCN5L2 inh
COc1cc(OC)c(N2CC(C(=O)Nc3cccc(C(=O)NC4CC4)c3)CC2=O)cc1Cl (stereo not drawn),5%,-1%,-1%
CCOc1ccccc1N(CC(=O)N1CCCCCC1)S(C)(=O)=O,2%,5%,-3%
O=C(NCc1ccc2c(c1)OCO2)c1ccc(Cl)c(S(=O)(=O)N2CCOCC2)c1,-11%,2%,-2%
CCOC(=O)c1ccc(Cn2c(-c3ccccc3)nnc2-c2ccccc2)o1,-7%,?,2%
COc1cccc(NC(=O)CN(C)S(=O)(=O)c2ccc3c(c2)NC(=O)CS3)c1,19%,-1%,3%
O=C(O)c1cc(N/N=C/c2ccncc2)ccc1Cl,5%,-9%,-3%
Cc1cc(C)cc(-c2nnc(SCC(=O)c3ccc4c(c3)OCCO4)o2)c1,-2%,-9%,-8%
N#Cc1c(-c2ccc(F)cc2)nc2n(c1=O)CCS2,-14%,7%,-2%
Brc1cccc(-c2nnc3sc(CN4CCC5(CC4)OCCO5)cn23)c1,-12%,0%,-3%
Cc1ccc([C@@H]2[C@@H]3C(=O)N(c4ccccc4)C(=O)[C@@H]3[C@]3(C)C(=O)N(Cc4ccc(-c5ccccc5)cc4)CC(=O)N23)o1,15%,-17%,-8%
Cc1ccc(-c2nn(C)c(=O)c3ccccc23)cc1CN1CCCCC1,8%,-5%,-2%
Cc1cc[n+](CCc2ccccc2)cc1C,-11%,-7%,-23%
OC(CN1CCC(Cc2ccccc2)CC1)c1ccccc1 (stereo not drawn),0%,?,10%
CCOC(=O)C(NC(C)=O)C(=O)Nc1ccc(C)cc1C (stereo not drawn),0%,9%,-1%
O=C(NC(=S)Nc1ccccc1N1CCCCC1)c1ccccc1,-3%,5%,-6%
O=C/C(=C\Nc1ccc(Cl)cn1)c1nc2cc(Cl)ccc2o1,-20%,7%,nt
O=C(NCc1cccnc1)c1nn(-c2ccc(Cl)cc2)nc1CO,-3%,nt,0%
COc1ccc(OC)c(-c2csc(NC(=O)Cn3[nH]c(=O)c4ccccc4c3=O)n2)c1,48%,13%,-5%
CC(C)c1ccc(NC(=O)CN2C(=O)COc3ccc(S(=O)(=O)N4CCCCCC4)cc32)cc1,4%,nt,-13%
O=C(N/N=C/c1sc(=O)n(-c2ccccc2)c1Cl)c1ccccc1,11%,18%,-9%
Cn1c(-c2ncc(F)cc2F)cc2onc(-c3c(F)cccc3Cl)c2c1=O,-21%,nt,-2%
Cc1ccc(-c2cnco2)cc1,-5%,-21%,-1%
COC(=O)c1c(-c2ccccc2)csc1N,3%,5%,nt
Cc1ccc(S(=O)(=O)N2CCN(S(=O)(=O)N3CCCCC3)CC2)c(C)c1,1%,4%,1%
CCN(c1ccccc1)S(=O)(=O)c1ccc(C(=O)Nc2ncccc2C)cc1,2%,0%,-3%
CCc1ccc(CN2CCC(n3nccc3NC(=O)c3cccc(F)c3)CC2)cc1,-12%,-5%,-3%
COc1ccc(NC(=O)COc2cccnc2[N+](=O)[O-])cc1OC,5%,-4%,-4%
CCC(C(=O)NC(C)(C)C)N(Cc1ccco1)C(=O)Cn1nnc(-c2ccc(F)cc2)n1 (stereo not drawn),-6%,-12%,0%
CC[C@H](C)C(=O)O[C@H]1CCC=C2C=C[C@H](C)[C@H](CC[C@@H]3C[C@H](O)CC(=O)O3)[C@H]21,nt,-10%,-13%
CC(=O)c1ccc(N(CC(=O)NC2CCCC2)C(=O)c2ccc(C)s2)cc1,-14%,-4%,-7%
O=C(/C=C/c1c(F)cccc1Cl)N1CCc2ccccc2C1,-20%,?,-11%
O=S(=O)(c1ccccc1)n1nc(-c2ccc(Cl)cc2)nc1NCc1ccccc1,-20%,nt,-2%
Cc1ccccc1-n1c(=O)cc(N2CCC3(CC2)OCCO3)[nH]c1=O,0%,5%,-4%
CC(CNC(=O)Cn1c(-c2cccs2)cc2cc(Cl)ccc21)c1ccccc1 (stereo not drawn),-1%,nt,-8%
COc1cccc(-c2csc(NC(=O)Nc3ccccc3)n2)c1,-21%,-3%,5%
CC(=O)NNc1ncnc2ccccc12,-4%,-3%,-12%
CCOc1ccc(/C=C/C(=O)c2c(O)c3ccccc3oc2=O)cc1,-14%,1%,-15%
COc1ccc(NC(=O)Cn2nnc(C(=O)NCc3ccco3)c2N)cc1,-7%,-22%,-19%
CC(C)n1nc(C(=O)NCCc2ccc(S(N)(=O)=O)cc2)c2ccccc2c1=O,0%,9%,3%
COc1ccc(CSCCc2n[nH]c(=S)n2-c2ccccc2)cc1,-8%,-2%,28%

# Exported with values under each structure: entries from further up
# Second line of a record: FEN1 inhibitor | N370S GC mod | GCN5L2 inh
Cn1c(-c2ncc(F)cc2F)cc2onc(-c3c(F)cccc3Cl)c2c1=O
    -21% | nt | -2%
Cc1ccc(-c2cnco2)cc1
    -5% | -21% | -1%
COC(=O)c1c(-c2ccccc2)csc1N
    3% | 5% | nt
Cc1ccc(S(=O)(=O)N2CCN(S(=O)(=O)N3CCCCC3)CC2)c(C)c1
    1% | 4% | 1%
CCN(c1ccccc1)S(=O)(=O)c1ccc(C(=O)Nc2ncccc2C)cc1
    2% | 0% | -3%
CCc1ccc(CN2CCC(n3nccc3NC(=O)c3cccc(F)c3)CC2)cc1
    -12% | -5% | -3%
COc1ccc(NC(=O)COc2cccnc2[N+](=O)[O-])cc1OC
    5% | -4% | -4%
CCC(C(=O)NC(C)(C)C)N(Cc1ccco1)C(=O)Cn1nnc(-c2ccc(F)cc2)n1 (stereo not drawn)
    -6% | -12% | 0%
CC[C@H](C)C(=O)O[C@H]1CCC=C2C=C[C@H](C)[C@H](CC[C@@H]3C[C@H](O)CC(=O)O3)[C@H]21
    nt | -10% | -13%
CC(=O)c1ccc(N(CC(=O)NC2CCCC2)C(=O)c2ccc(C)s2)cc1
    -14% | -4% | -7%
O=C(/C=C/c1c(F)cccc1Cl)N1CCc2ccccc2C1
    -20% | ? | -11%
O=S(=O)(c1ccccc1)n1nc(-c2ccc(Cl)cc2)nc1NCc1ccccc1
    -20% | nt | -2%
Cc1ccccc1-n1c(=O)cc(N2CCC3(CC2)OCCO3)[nH]c1=O
    0% | 5% | -4%
CC(CNC(=O)Cn1c(-c2cccs2)cc2cc(Cl)ccc21)c1ccccc1 (stereo not drawn)
    -1% | nt | -8%
COc1cccc(-c2csc(NC(=O)Nc3ccccc3)n2)c1
    -21% | -3% | 5%

# (continued)
SMILES,FEN1 inhibitor,N370S GC mod,GCN5L2 inh
CN1CCN(C(=O)c2ccc(CNS(=O)(=O)c3ccc(F)c(Cl)c3)cc2)CC1,21%,-22%,0%
Cc1cc(NC(=O)COn2nnc3ccc(Cl)cc32)no1,-5%,1%,-10%
CC(C)(CO)NCc1cc(Br)ccc1OCc1ccccc1,17%,1%,2%
Cn1c(CNc2ccccn2)c(C#N)c2ccccc21,-5%,0%,-3%
O=C(Nc1cccc(S(=O)(=O)N2CCCCCC2)c1)C1CCN(C(=O)c2ccc(F)cc2)CC1,14%,-2%,-4%
O=C(COC(=O)Cc1c(F)cccc1Cl)NNC(=O)c1ccccc1,-1%,nt,-2%
NC(=O)C1CCN(CCC(=O)Nc2ccc(Br)cc2)CC1,4%,10%,-11%
O=C1OC(c2ccc(Cl)cc2)=N/C1=C\c1cccnc1,4%,-17%,-7%
CCOC(=O)C1CCCN(C(=O)CSCc2ccccc2)C1 (stereo not drawn),-28%,1%,-4%
COc1cccc(CNC(=O)Cn2c(=O)n3nc(-c4cccc(F)c4)nc3c3ccccc32)c1,-5%,nt,2%
CC1CCCCC1NC(=O)C1CC(=O)N(Cc2ccccc2)C1 (stereo not drawn),-7%,-1%,-16%
Cc1cccc(C)c1NC(=O)C1CCN(C(=O)c2cccs2)CC1,1%,-3%,-1%
Cc1nn(-c2ccccc2)c(C)c1/C=C/C(=O)OC(C)C(=O)Nc1ncc(Cl)cc1Cl (stereo not drawn),4%,-13%,3%
Cc1ccc(S(=O)(=O)N2CCOCC2)cc1NC(=O)COC(=O)Cc1ccc(Cl)cc1,-20%,nt,-10%
C=CC[C@@H](CC(=O)NCCO)C(=O)NC[C@@H](OC(=O)[C@H](CC=C)CC(=O)OC(C)(C)C)c1ccccc1,15%,nt,2%
NS(=O)(=O)c1ccc(CCNC(=O)COC(=O)/C=C/c2ccc(Cl)cc2)cc1,4%,-10%,-4%
CC(O)CO (stereo not drawn),13%,0%&-9%,2%&13%
Cc1oc(-c2cccc(Br)c2)nc1CSc1nc2ncccc2[nH]1,5%,nt,-1%
Cc1nc2cc(-c3cccc(Cl)c3)nn2c(N2CCN(C(=O)c3ccco3)CC2)c1C,nt,-3%,1%
CCC[C@@H]1C[C@@]1(CCC)[C@@H](NP(=O)(c1ccccc1)c1ccccc1)c1ccc(C(=O)OC)cc1,-33%,27%&23%,-24%

# Reprinted from the part before: two compounds; new compounds follow.
SMILES,FEN1 inhibitor,N370S GC mod,GCN5L2 inh
Cc1nc2cc(-c3cccc(Cl)c3)nn2c(N2CCN(C(=O)c3ccco3)CC2)c1C,nt,-3%,1%
CCC[C@@H]1C[C@@]1(CCC)[C@@H](NP(=O)(c1ccccc1)c1ccccc1)c1ccc(C(=O)OC)cc1,-33%,27%&23%,-24%
Cc1ccc(C(=O)C(C)OC(=O)c2cc3cc([N+](=O)[O-])ccc3oc2=O)cc1 (stereo not drawn),8%,-23%,-4%
CCOc1ccc(CCNC(=O)c2cn(-c3cccc(OC)c3)c(=O)c3ccccc23)cc1,18%,nt,-5%
CCNc1nc(OC)nc(SCC(=O)Nc2ccccc2)n1,18%,3%,-10%
O=C(Nc1cccc(C(F)(F)F)c1)c1cc2c(s1)-c1ccccc1OC2,-1%,?,-12%
CCOC(=O)Cc1ccc(NC(=O)c2ccccc2Br)cc1,-9%,10%,-10%
CC(/C=N/n1c(C2CCCCC2)n[nH]c1=S)=C\c1ccccc1,?,?,-7%
O=C(CSc1ccc(-c2cccnc2)nn1)N1CCCc2ccccc21,nt,0%,-12%
Cc1cnc(NC(=O)CSc2nnc(Cc3ccccc3)n2C)s1,7%,3%,1%
C=CCOc1ccc(CN(C)C(=O)c2ccc(CNS(=O)(=O)c3ccc(C)c(C)c3)cc2)cc1,-21%,nt,-7%
Cn1cccc1Cc1nnc(SCC(=O)NCc2ccc3c(c2)OCO3)n1CCc1ccccc1,1%,6%,-35%
O=C(Nc1ccc(F)cc1)c1cccn1-c1nnc(N2CCCCC2)s1,0%,nt,17%
Clc1ccc2c(c1)NC(c1ccncc1)=NC(c1cccs1)=N2,8%,nt,-3%
Cc1ccc(NCc2nnc(SCC(=O)N3CCc4ccccc43)n2C)cc1,-1%,7%,3%
COCCCNCCCOc1ccc(C)cc1Br,6%,-16%,-3%
Cc1ccc(NS(=O)(=O)c2ccc(-c3cnc(C4CC4)o3)cc2)c(C)c1,-19%,0%,-22%
Cc1c(NC(=O)c2cc(-c3ccc(Cl)c(Cl)c3)on2)c(=O)n(-c2ccccc2)n1C,-12%&7%,0%,-5%&0%
CCOCC(O)CSCc1ccc(Cl)cc1 (stereo not drawn),-3%,5%,nt
Cc1ccc(S(=O)(=O)N2CCCCC2)cc1NC(=O)Cn1cnnn1,13%,0%,-1%
CCOC(=O)CCCNC(=O)CCNC(=O)c1ccc(OC(C)C)cc1,12%,24%,-10%
Cc1[nH]c(=O)[nH]c(=O)c1S(=O)(=O)Nc1ccc(S(N)(=O)=O)cc1,-4%,2%,-9%
Cc1noc(C)c1COC(=O)c1cc2ccccc2cc1O,-13%,24%,-9%
CN1CCCN(S(=O)(=O)c2ccc3ccccc3c2)CC1,-2%,0%,-5%
CC(Oc1ccccc1)C(=O)Nc1ccccc1O (stereo not drawn),-2%,0%,-4%
O=C(O)c1ccccc1SC1CC(=O)N(C2CCCCC2)C1=O (stereo not drawn),19%,16%,0%
Cc1cc(S(=O)(=O)NCCC2=CCCCC2)ccc1Br,-16%,-1%,-7%
Cc1ccc(CN(Cc2ccco2)C(=O)c2oc3ccc(C)cc3c2C)cc1,-17%,nt,-11%
Cc1ccc(NS(=O)(=O)c2cc(OCC(N)=O)c(C)cc2Cl)cc1C,-2%,8%,-3%
COc1cc(/C=N/NC(=O)CCC(=O)NCc2ccccc2)cc(OC)c1OC,3%,-19%,-3%
Cc1ccc(NS(=O)(=O)c2c(C)[nH]c(=O)[nH]c2=O)cc1F,-3%,1%,-14%
Cn1nc(C(=O)N2CCN(c3ccc(Cl)cc3)CC2)c2c1-c1ccccc1SC2,8%,nt,-4%
CCN1CCN(C(=O)C(C)N(c2ccc(C)cc2)S(C)(=O)=O)CC1 (stereo not drawn),10%,2%,-10%
CCn1c2ccccc2c2cc(/C=N/n3c(C)nnc3C)ccc21,11%,?,?
Cc1[nH]nc2c1C(=O)CC(C)(C)C2,1%,2%,-1%
